Bioassay records from PubChem BioAssay.
TRPC4 potent: allosterically enhances the mouse TRPC4 cation channel; HEK293 TRPC4beta/mu-opioid, DAMGO EC20, Fluo-4 Ca2+ flux; active compounds read high; B-score at 10 µM; actives 0.42% (n = 310,000);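 active = B-score of calcium response area above 5 SD of library B-scores, with initial fluorescence ratio within 5 SD of library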;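 note: B-score of integrated fluorescence ratio over time as area under calcium response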
ANO1 activ: activates or potentiates the mouse TMEM16A chloride channel; AID 623877; HEK293 TMEM16A/YFP-H148Q/I152L, iodide quench fluorescence; active compounds read low; B-score at 10 µM; actives 0.3% (n = 340,000);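 active = fluorescence-ratio B-score plate-corrected deviation score at least 3 library SD below zero, with starting fluorescence score within 5 deviations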;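 note: channel opened by trigger with iodide after compound preincubation; score built on the fluorescence ratio of max minus min over baseline; more negative score means more quench and so TMEM16A activation or potentiation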
DYRK1A inh: Dyrk1A (rat) kinase inhibition; AID 504441; ADP-Glo luminescence, NFATc1 peptide; actives 0.43% (n = 310,000); Q63470; inhibition, % at 12.5 µM; in the data active = inhibition above about 50%;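 note: plate controls were vehicle with enzyme for no effect and no enzyme for full effect; many of its hits are not listed in these tables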
HDAC3 inhib: blocks human histone deacetylase 3. O15379. recombinant HDAC3, fluorogenic peptide/trypsin coupled, fluorescence. inhibition, % at 8.3 µM. actives 0.15% (n = 320,000). AID 2718; in the data active = inhibition above about 26%, passing the limit was not always enough; inconclusive = no clear call, values can overlap the other calls
KCNK3 block: human KCNK3 channel inhibition, primary screen. B-score at 10 µM. CHO-KCNK3 thallium flux, FluxOR fluorescence; active compounds read low. O14649. actives 0.84% (n = 340,000);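 active = B-score under library mean minus 4 SD, starting fluorescence ratio at most library mean plus 5 SD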;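 note: more negative B-score means stronger inhibition of thallium flux through KCNK3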
Target sequence (O14649 whole entry, looked up): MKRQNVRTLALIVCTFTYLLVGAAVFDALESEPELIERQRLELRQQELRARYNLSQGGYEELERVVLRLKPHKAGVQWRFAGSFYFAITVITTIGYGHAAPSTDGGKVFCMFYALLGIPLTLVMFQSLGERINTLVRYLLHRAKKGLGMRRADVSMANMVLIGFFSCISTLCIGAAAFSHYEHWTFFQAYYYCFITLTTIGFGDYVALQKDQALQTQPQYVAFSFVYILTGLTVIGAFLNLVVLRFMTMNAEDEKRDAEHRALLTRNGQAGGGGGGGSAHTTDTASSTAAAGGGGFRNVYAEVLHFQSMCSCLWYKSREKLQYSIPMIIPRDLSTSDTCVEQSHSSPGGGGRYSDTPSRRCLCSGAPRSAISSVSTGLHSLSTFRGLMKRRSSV
ANO1 block: blocks the mouse calcium-activated chloride channel TMEM16A. Q8BHY3. HEK293 TMEM16A/YFP iodide influx fluorescence, ionomycin. normalized B-score (activity score, 25-100; higher = stronger inhibition) at 10 µM. AID 588511. actives 1.2% (n = 310,000);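 active = ratio plate-corrected score three or more library SD toward inhibition, starting fluorescence score within five deviations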;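 note: score derived from kinetic fluorescence span divided by baseline fluorescence per well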
KCNQ1 block: inhibitors of human KCNQ1 potassium channel; B-score at 10 µM; CHO-K1 KCNQ1, FluxOR thallium flux fluorescence; active compounds read high; AID 2642; P51787; actives 1.3% (n = 310,000);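 active = compounds whose thallium flux B-score, printed positive for inhibition, exceeds three library SD while starting fluorescence stays within three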;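 note: channel opened by potassium depolarization with thallium stimulus after 20 min compound exposure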
TRPC4 agonist: TRPC4 (mouse) channel activation | HEK293 TRPC4beta/mu-opioid, Fluo4 calcium fluorescence; active compounds read high | AID 2237 | Q9QUQ5 | actives 0.49% (n = 310,000) | B-score at 10 µM;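 active = B-score above 5 SD of library B-scores, and initial fluorescence ratio not above library mean plus 5 SD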;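 note: positive B-score marks a calcium rise read as TRPC4 activation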
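System: HEK293 cells stably co-expressing mouse TRPC4beta and mu-opioid receptor; Schedule: Fluo4 dye loading 45 min at room temperature, 110 s recording; Detection: Fluo4 fluorescence, kinetic; Evaluation: B-scored integrated calcium fluorescence ratio; Controls: buffer (low) and maximal DAMGO (high).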
hERG protect: hERG (human) protection from proarrhythmic block | AID 1511 | Q12809 | CHO-hERG, FluxOR thallium flux, dofetilide IC70 present | actives 0.51% (n = 310,000) | activation (rescue from dofetilide block), less the hit threshold, % at 10 µM;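 active = activation above the mean of controls blocked by dofetilide plus 5 SD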;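 note: thallium influx through hERG after potassium depolarization seen as dye fluorescence rise; in these data hits start at about 4.7%; inactives centre near -7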
KCNQ1 act: human KCNQ1 channel potentiation or activation. B-score at 10 µM. CHO-K1 KCNQ1, thallium flux FluxOR fluorescence; active compounds read high. P51787. actives 0.35% (n = 310,000). AID 2648;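 active = fluorescence ratio B-score, a plate-corrected score, at least three library SD, with initial intensity B-score within 5 SD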
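Medium – assay buffer, equal DMSO in all wells · Material – CHO-K1 cell line with stable KCNQ1 potassium channel expression · Signal – kinetic FluxOR thallium fluorescence, 10-s 1-Hz baseline, 110-s post-stimulus read · Compound – single concentration per compound, DMSO matched to controls · Schedule – 37 °C overnight plating, 90-min dark dye load, 20-min compound pretreatment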
KCNK9 block: blocks the human KCNK9 two-pore domain potassium channel. B-score at 10 µM. Q9NPC2. actives 1.2% (n = 310,000). HEK293 KCNK9, FluxOR thallium flux fluorescence; active compounds read low;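 active = ratio B-score over 3 SD below the library mean, with starting fluorescence within 5 SD of its mean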;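 note: negative B-score means less thallium flux so channel inhibition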
Target sequence (Q9NPC2 whole entry, looked up, the tested form may be a part): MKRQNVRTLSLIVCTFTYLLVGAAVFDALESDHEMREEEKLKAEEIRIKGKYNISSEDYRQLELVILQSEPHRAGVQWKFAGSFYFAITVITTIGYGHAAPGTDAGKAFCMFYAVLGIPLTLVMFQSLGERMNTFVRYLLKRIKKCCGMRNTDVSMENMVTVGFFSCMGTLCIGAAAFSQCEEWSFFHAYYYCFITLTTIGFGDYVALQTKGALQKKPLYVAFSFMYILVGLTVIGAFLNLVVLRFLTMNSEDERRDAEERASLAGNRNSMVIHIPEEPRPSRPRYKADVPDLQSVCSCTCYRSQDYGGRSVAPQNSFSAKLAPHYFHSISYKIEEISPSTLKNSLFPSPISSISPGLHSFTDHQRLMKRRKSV
An asterisk follows results filed as active; i = inactive; ? = inconclusive; . = not tested or not shown. An excerpt, so the mix of outcomes need not match the whole.

Values run as follows: TRPC4 potent | ANO1 activ | DYRK1A inh | HDAC3 inhib | KCNK3 block | ANO1 block | KCNQ1 block | TRPC4 agonist | hERG protect | KCNQ1 act | KCNK9 block
CCNC(=S)N/N=C/c1cc(Br)cc(Br)c1OC
 : i | i | 0.6 | -1.8 | i | i | i | i | -12.8 | i | i
COc1ccc(NC(=O)c2cc3c(=O)n(C)c4ccccc4c3n2C)cc1Cl
 : i | i | -3.3 | -6.4 | i | i | i | i | -12.8 | i | i
CC1(C)Cc2c(cnn2-c2cccc(F)c2)C(NC(=O)CSc2ccccn2)C1 (stereo not drawn)
 : i | i | . | 8.1 | i | i | i | i | -14.3 | i | i
CO/N=C(/CNC(=O)c1cccc(Cl)c1)c1ccc(Cl)cc1
 : i | i | 4.6 | 0.5 | i | i | i | i | -6.8 | i | i
COCCN(CCOc1cc(C)cc(C)c1)Cc1ccc(Cl)cc1
 : i | i | -1.8 | 8.7 | i | i | i | i | -8.7 | i | i
CCC1(CC)C(=O)NC(=O)NC1=Nc1cccc(OC)c1
 : i | i | 0.1 | 6.0 | i | i | i | i | -8.7 | i | i
Cc1ccc(OCC(=O)NC2CCS(=O)(=O)C2)c(C)c1 (stereo not drawn)
 : i | i | -3.2 | -9.8 | i | i | i | i | -7.2 | i | i
COc1ccc2cc(C(=O)N3CCN(c4ccccc4OC)CC3)[nH]c2c1
 : i | i | 1.2 | 6.2 | i | i | i | i | -3.3 | i | i
CCn1ncc(C2=NOC(C(=O)NCC(C)C)C2)c1C (stereo not drawn)
 : i | i | 5.2 | 0.4 | i | i | i | i | -7.6 | i | i
COc1ccc(CN(CC(=O)NCc2ccccc2)C(=O)CCC(=O)Nc2nccs2)cc1
 : i | i | 2.1 | -2.6 | i | i | i | i | -10.4 | i | i
C#CC(C)(C)NC(=O)c1sccc1Oc1ccc(F)cc1[N+](=O)[O-]
 : i | i | -2.4 | -4.1 | i | i | i | i | -4.5 | i | i
O=C(CSc1nc2cc(Cl)ccc2s1)N1CCCc2ccccc21
 : i | i | -1.7 | 6.8 | i | i | i | i | 0.0 | i | i
CC(C)CC(=O)NCCCN1CCN(CCCNC(=O)CC(C)C)CC1
 : i | i | -4.7 | 1.5 | i | i | i | i | -5.8 | i | i
S=c1[nH]nc(Cc2cccc3ccccc23)o1
 : i | i | -3.2 | 3.9 | i | i | i | i | -9.6 | i | i
Cc1ccc(NC(=O)C(=O)NCC2CCCN2S(=O)(=O)c2cccs2)cc1 (stereo not drawn)
 : i | i | 0.7 | ? | i | i | i | i | -15.0 | i | i
Cc1nonc1NC(=O)CSc1nnnn1-c1ccccc1
 : i | i | 9.6 | -0.6 | i | i | i | i | -4.5 | i | i
O=C(NCc1ccccc1)C1=C[C@H](c2ccc(Br)cc2)C[C@H](OCCCCO)O1
 : i | i | . | 8.5 | i | i | i | i | -8.6 | i | i
Cc1cc(CN2C(=O)c3ccccc3C2=O)no1
 : i | i | . | -1.0 | i | i | i | i | 2.8 | i | i
COCCOC(=O)c1sc2nc[nH]c(=O)c2c1C
 : i | i | 5.1 | -1.8 | i | i | i | i | -5.3 | i | i
COc1ccc(-n2nc(C(=O)NCC(=O)NC3CCCCC3)c3ccccc3c2=O)c(OC)c1
 : i | i | -3.6 | -2.5 | i | i | i | i | -3.5 | i | i
N/N=C(\c1ccccc1)c1cc(Br)ccc1N
 : i | i | 0.5 | -0.7 | i | i | i | i | -3.4 | i | i
O=C(Nc1ccccc1)c1ccc(S(=O)(=O)NCc2ccco2)cc1
 : i | i | -2.5 | 2.8 | i | i | i | i | -6.7 | i | i
Cc1ccc(/C(N)=N/OC(=O)c2cccc(F)c2)cc1
 : i | i | 0.4 | -4.4 | i | i | i | i | -0.7 | i | i
CC(=O)Nc1ccc(C(=O)NN2C(=O)NC3(CCCCC3)C2=O)cc1
 : i | i | 0.9 | . | i | i | i | i | -4.4 | i | i
Cc1ccc(OCC(=O)N/N=C/c2ccc3c(c2)OCO3)cc1C
 : i | i | -3.1 | . | i | . | i | i | -11.6 | i | i
COc1cccc(C(=O)NCC(=O)N/N=C/c2cccnc2)c1
 : i | i | . | -5.9 | i | i | i | i | -5.9 | i | i
COCCN(C(=O)CSc1nnc(Nc2ccc(C)cc2)s1)c1c(N)n(CC(C)C)c(=O)[nH]c1=O
 : i | i | . | 3.9 | i | i | i | i | -16.0 | i | i
COc1ccc(C2C3=C(CC(C)(C)CC3=O)Nc3cc4c(cc32)OCO4)cc1 (stereo not drawn)
 : i | i | -5.1 | -2.0 | i | i | i | i | -4.4 | i | i
O=C(CSc1ncn[nH]1)Nc1ccccc1-c1ccccc1
 : i | i | -1.7 | 0.9 | i | i | i | i | -11.6 | i | i
CCC(=O)c1ccc(OCC(=O)NC2(C#N)CCCCC2)cc1
 : i | i | 3.3 | 5.9 | i | i | i | i | -1.8 | i | i
COC(=O)c1cc(C(C)=O)n2ccccc12
 : i | i | -1.6 | -3.9 | i | i | i | i | -10.1 | i | i
O=C(Nc1ccc(O)cc1)c1ccc2c(c1)C(=O)N(Cc1cccnc1)C2=O
 : i | i | 2.6 | -3.4 | i | i | i | i | -9.6 | i | i
COC(=O)CNS(=O)(=O)c1ccc(Cc2ccc(S(=O)(=O)NCC(=O)OC)cc2)cc1
 : i | i | 3.8 | -1.3 | i | i | i | i | -15.5 | i | i
COc1ccc(CN(CC2CCC(C(=O)O)CC2)C(=S)Nc2cccc(C)c2)cc1 (stereo not drawn)
 : i | i | -2.3 | 3.0 | i | i | i | i | -16.0 | i | i
CC(NC(=O)COc1ccc(/C=N/NS(=O)(=O)c2ccccc2)cc1)c1ccccc1 (stereo not drawn)
 : i | i | 4.3 | 5.6 | i | i | i | i | -4.1 | i | i
O=C(Nc1ccc2c(c1)OCO2)C1CC(=O)N(c2ccccc2)C1 (stereo not drawn)
 : i | i | 4.8 | -9.1 | i | i | i | i | -0.4 | i | i
CCC(=O)OC1CSc2nc3ccccc3n2C1 (stereo not drawn)
 : i | i | 7.9 | -5.1 | i | i | i | i | -3.7 | i | i
Cc1occc1C(=O)N/N=C/C=C/c1ccc(N(C)C)cc1
 : i | i | -0.5 | 12.3 | i | i | i | i | -9.5 | i | i
CCc1nnc(NC(=O)CSc2nnc(-c3ccoc3C)n2CC(C)C)s1
 : i | i | 4.3 | 4.6 | i | i | i | i | -6.2 | i | i
CCOc1ccc(-n2c(SCC(=O)N3CCC(C(=O)O)CC3)nc3ccccc3c2=O)cc1
 : i | i | 4.9 | 0.9 | i | i | i | i | -4.7 | i | i
CC(C)(C)c1ccc(OC2=CS(=O)(=O)c3ccccc32)cc1
 : i | i | 4.0 | 1.2 | i | i | i | i | -4.0 | i | i
COc1cc(C2C(C#N)=C(N)Oc3n[nH]c(-c4ccccn4)c32)cc(OC)c1OC (stereo not drawn)
 : i | i | -0.9 | -1.5 | i | i | i | i | -6.7 | i | i
c1ccc(Sc2ccccn2)cc1
 : i | i | . | 1.3 | i | i | i | i | 2.1 | i | i
COC(=O)c1c(N)sc2c1CC(C)(C)OC2
 : i | i | -1.9 | -7.1 | i | i | i | i | -16.2 | i | i
CN1CCC(OC(=O)COc2ccc(Cl)cc2Cl)CC1
 : i | i | -0.3 | 9.3 | i | i | i | i | -10.6 | i | i
CN1C2CCC1CC(NC(=O)CSc1ccc(C(C)(C)C)cc1)C2 (stereo not drawn)
 : i | i | -0.4 | -5.8 | i | i | i | i | -4.1 | i | i
COc1ccc(CCNC(=O)COC(=O)c2cc(S(=O)(=O)NCc3ccccc3)ccc2O)cc1OC
 : i | i | -3.5 | 4.9 | i | i | i | i | -11.1 | i | i
Cc1cc(NC(=O)Cc2cc(F)cc(F)c2)no1
 : i | i | 3.7 | -4.2 | i | i | i | i | -1.1 | i | i
Cc1cccc(Cn2c(N(C)CCO)nc3c2c(=O)[nH]c(=O)n3C)c1
 : i | i | 7.8 | -1.2 | i | i | i | i | -5.5 | i | i
COc1ccc(CCNS(=O)(=O)c2ccc(-n3cnnn3)c(OC)c2)cc1OC
 : i | -31.1* | -0.6 | -1.4 | i | i | i | i | -5.4 | i | i
Cc1[nH]n(-c2ccc(Br)cc2)c(=O)c1/C=N/NC(=O)c1ccccc1
 : i | i | 0.1 | 9.1 | i | 100* | i | i | -8.7 | i | i
Cc1nn2c(SCC(=O)c3cccs3)cc(C(C)(C)C)nc2c1-c1ccccc1
 : i | i | -3.6 | -1.0 | i | i | i | i | 1.9 | i | i
CC(C)N1CCc2c(sc(NC(=O)C3CCCCC3)c2C(N)=O)C1
 : i | i | 3.0 | 5.3 | i | i | i | i | -5.5 | i | i
CCOc1ccc(-n2c(=S)sc3c(=O)[nH]c(SCC(=O)NCC4CCCO4)nc32)cc1 (stereo not drawn)
 : i | i | -2.0 | . | i | i | i | i | -11.3 | i | i
CCOC(=O)C1CCN(C(=S)NC2CC3C=CC2C3)CC1 (stereo not drawn)
 : i | i | . | 5.3 | i | i | i | i | -4.9 | i | i
COc1ccccc1/C=C\C=N\NC(=O)CCn1nnc2ccccc21
 : i | i | 3.8 | 9.4 | i | i | i | i | -5.2 | i | i
CSc1nc2ccc(N3C(=O)C4CCCCC4C3=O)cc2s1 (stereo not drawn)
 : i | i | 7.1 | 3.0 | i | i | i | i | -11.0 | i | i
O=C(NCc1ccco1)c1cnc2ccccn2c1=O
 : i | i | -0.9 | -6.3 | i | i | i | i | -3.6 | i | i
Cn1c(CN2CCCC2)nc2cc(NC(=O)Nc3ccccc3)ccc21
 : i | i | 10.0 | 1.4 | i | i | i | i | -3.4 | i | i
Cc1cccc2nc(Cn3c(=O)n(CCC(=O)NCc4ccco4)c(=O)c4sccc43)cc(=O)n12
 : i | i | -1.5 | . | i | i | i | i | -9.9 | i | i

(listing goes on)
Values run as follows: TRPC4 potent | ANO1 activ | DYRK1A inh | HDAC3 inhib | KCNK3 block | ANO1 block | KCNQ1 block | TRPC4 agonist | hERG protect | KCNQ1 act | KCNK9 block
Cc1ccc(S(=O)(=O)/N=C(\CN2CCOCC2)N2CCOCC2)cc1
 : i | i | -5.1 | -2.4 | i | i | i | i | -0.2 | i | i
CCc1cccc2c(C=C(C#N)C#N)cn(CC(=O)N3CCCCCC3)c12
 : i | i | . | . | i | i | i | i | -7.4 | i | i
COc1cccc(-c2c(NC(=O)c3ccco3)oc3ccc(Cl)cc3c2=O)c1
 : i | i | -0.9 | 4.1 | i | i | i | i | -9.7 | i | i
O=C(c1ccco1)N1CCN(Cc2nnc(-c3ccccc3F)o2)CC1
 : i | i | -2.8 | 2.3 | i | i | i | i | -8.6 | i | i
